# Screening data (PubChem BioAssay)
# NOD2-RIPK2 inh: NOD2-RIPK2 protein interaction inhibition; O43353; CHO BLA complementation NOD2-RIPK2, CCF4 ratio; inhibition, % at 4.98 µM; 0.38% of 360,000 active; AID 624267; in the data active = inhibition above about 21%;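 also: 0% = vehicle only and 100% = reference blocker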
# N-glyco inh: blocks N-linked glycosylation in D54 reporter cells. reporter increase, % at 12.5 µM. 0.23% of 360,000 active. D54 ERlucT glycosylation luciferase reporter, 24 h; percent of 100 nM tunicamycin response;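 active = mean luciferase reporter signal, scaled so untreated is 0 and the glycosylation-blocking control 100, at or above a set limit in every replicate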;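 also: luciferase carries N-glycosylation sites so blocking glycosylation raises the light; 0% = median of neutral control wells and 100% = median of 100 nM tunicamycin wells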
# MC4R antagonist: antagonists of human melanocortin 4 receptor (MC4R). P32245. MC4R-expressing cells, MTII-stimulated cAMP, LANCE TR-FRET. inhibition, % at 6.5 µM. 0.48% of 360,000 active;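 active = inhibition above its plate's cutoff, the mean of tested wells on that plate plus 3 SD, cut at about 29% in these data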;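 also: 0% = Melanotan II alone and 100% = Melanotan II plus saturating MCL0020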
#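 Material – human MC4R-expressing U2OS cells · Repeats – no replicates · Detection – TR-FRET with Eu-cAMP and labeled anti-cAMP, 671 nm · Times – compound 30 min, challenge 1 h, detection 1 h · Compound – single nominal compound dose of 6.5 µM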
# ABCB6 inh 2: inhibitors of human ABC transporter ABCB6; Q9NP58; K562-ABCB6 porphyrin accumulation, flow cytometry, 1 h; hits give low values; 0.19% of 360,000 active; AID 602162; fluorescence ratio to DMSO, % at 10 µM;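 active = fluorescence ratio to DMSO below 75%, the collection mean minus 3 SD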;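 also: signal is porphyrin accumulated inside mitochondria; 100% equals median channel fluorescence of DMSO control wells; lower ratio means ABCB6 inhibition with less porphyrin fluorescence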
# MC4R barr agon: activates human MC4R beta-arrestin recruitment; P32245; U2OS MC4R beta-arrestin complementation, luminescence; percent of melanotan II response, DMSO zero; activation, % at 8.9 µM; 0.98% of 360,000 active;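 active = activation above a per-plate cutoff, the mean activation of sample wells on that plate plus 3 SD, cut at about 8% in these data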
# H9c2 protect: protects H9c2 cardiomyocytes from peroxide injury. protection from H2O2 cell death, % at 20 µM. 0.63% of 360,000 active. H2O2 injury protection, ATPLite, 2 h. AID 588492;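 active = compounds giving at least 50% protection of heart cells from peroxide-induced death in the single-dose screen, raw or plate-pattern-corrected value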;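 also: 0% = DMSO wells with peroxide and 100% = DMSO wells without peroxide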
# ABHD5 PLIN5 PPI: blocks binding of human ABHD5 to perilipin-5. Q00G26+Q8WTS1. Split G. princeps luciferase complementation, luminescence, 4 h. inhibition, % at 4 µM. 0.78% of 360,000 active. AID 602281;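 active = inhibition above the mean inhibition across every tested compound plus 3 SD, cut at about 22% in these data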;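 also: 0% = DMSO only wells and the 100% control is not disclosed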
# Target sequence (Q00G26 whole entry, looked up): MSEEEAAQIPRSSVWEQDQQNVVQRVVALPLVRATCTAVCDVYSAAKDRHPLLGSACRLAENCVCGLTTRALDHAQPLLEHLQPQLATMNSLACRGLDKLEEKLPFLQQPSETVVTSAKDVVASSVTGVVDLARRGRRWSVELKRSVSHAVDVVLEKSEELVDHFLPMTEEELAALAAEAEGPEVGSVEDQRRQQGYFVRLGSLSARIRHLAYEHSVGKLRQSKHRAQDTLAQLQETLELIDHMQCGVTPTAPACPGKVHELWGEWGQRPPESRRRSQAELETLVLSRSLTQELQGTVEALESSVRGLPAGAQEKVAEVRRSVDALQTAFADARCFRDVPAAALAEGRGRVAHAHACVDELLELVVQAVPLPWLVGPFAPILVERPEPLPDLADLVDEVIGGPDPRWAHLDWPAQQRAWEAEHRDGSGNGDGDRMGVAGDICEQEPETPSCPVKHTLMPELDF
# Target sequence (Q8WTS1 whole entry, looked up): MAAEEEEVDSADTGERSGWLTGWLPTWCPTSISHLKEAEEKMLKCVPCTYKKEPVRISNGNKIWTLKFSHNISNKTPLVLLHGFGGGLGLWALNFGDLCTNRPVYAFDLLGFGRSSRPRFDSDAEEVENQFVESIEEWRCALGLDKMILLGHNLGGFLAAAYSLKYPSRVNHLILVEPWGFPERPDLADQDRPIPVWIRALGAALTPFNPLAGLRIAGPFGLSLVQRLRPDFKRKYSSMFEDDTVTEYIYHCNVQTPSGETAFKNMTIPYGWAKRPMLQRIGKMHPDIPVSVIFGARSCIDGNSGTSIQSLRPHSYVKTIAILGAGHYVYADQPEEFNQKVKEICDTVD
# TLR9-MyD88 inh: blocks human TLR9 binding to MyD88; Q9NR96+Q99836; CHO BLA complementation TLR9-MyD88, CCF4 FRET ratio; inhibition, % at 4.98 µM; 0.21% of 340,000 active;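 active = inhibition above the mean over all tested compounds plus 3 SD, cut at about 21% in these data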;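 also: 0% = DMSO only wells and 100% = clavulanate BLA inhibitor control wells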
# m5-HT2A agonist: mouse HTR2A agonism via beta-arrestin recruitment; CHO-K1 mHTR2A beta-arrestin complementation, luminescence; percent of 30 µM serotonin response; P35363; 0.66% of 360,000 active; activation, % at 7.6 µM;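 active = activation above a run cutoff, the mean activation of all tested compounds plus 3 SD, cut at about 14% in these data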;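 also: 0% = plate median of compound wells and 100% = 30 µM serotonin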
# SRC2 inh: inhibits human steroid receptor coactivator 2. Q15596. HEK293 GAL4-SRC2 luciferase reporter, luminescence. inhibition, % at 9 µM. 0.17% of 370,000 active. AID 651957;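 active = inhibition above the mean inhibition of all tested compounds plus 3 SD, set per campaign, cut at about 52% in these data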;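 also: 0% = DMSO treated cells and 100% = cells given Gossypol at 36 µM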
# * hit, by the source's call; nt = no result given.
SMILES,NOD2-RIPK2 inh,N-glyco inh,MC4R antagonist,ABCB6 inh 2,MC4R barr agon,H9c2 protect,ABHD5 PLIN5 PPI,TLR9-MyD88 inh,m5-HT2A agonist,SRC2 inh
O=C(NCCCN1CCCC1)c1ccc2c(Cl)c3c(nc2c1)CCCC3,-1,-10,-2,99,-3.5,-2,14,2,-5,-11
CC(=O)N(c1ccc(C)cc1)S(=O)(=O)c1ccc(Cl)cc1,-3,-1,7,98,-1.9,-9,-3,1,2,-35
N#Cc1ccc(N/N=C/c2cn(-c3ccccc3)nc2-c2ccccc2)c([N+](=O)[O-])c1,-8,-6,8,101,-1.4,1,1,-5,4,3
CN(c1ccc(OCC(=O)OCC(=O)Nc2ccccc2F)cc1)S(=O)(=O)c1cccs1,-3,0,25,89,-2.7,4,1,-2,-2,11
CC(=O)Oc1ccc(N2C(=O)C3C4C=CC(C5CC45)C3C2=O)cc1[N+](=O)[O-] (configuration not stated),4,-1,-2,88,-2.5,0,2,2,8,-39
CN(C)CCNC=C(C(=O)Nc1ccc(Cl)cc1Cl)C(=O)Nc1ccc(Cl)cc1Cl,-4,0,-5,95,2.8,-34,2,-5,-2,-2
O=C(NC1CCCN(Cc2ccc(Cl)cc2)C1)c1cccc(F)c1 (configuration not stated),0,0,1,83,-1.3,2,-6,-3,-3,-10
COc1ccc(CN(C)C(=O)[C@H](Cc2ccccc2)NC(=O)c2ccco2)c(OC)c1,-12,-1,-3,92,-2.7,22,0,-8,-1,-14
CCOC(=O)C1CCCN(C(=O)c2ccc3oc(CCc4ccccc4)nc3c2)C1 (configuration not stated),-5,1,1,92,-2.9,0,-6,-5,4,-23
CC1(C)Cc2c(C#N)c(OCC(=O)c3ccc(Cl)cc3)nc(-c3ccoc3)c2CO1,1,2,1,95,4.8,-4,12,-1,9,-16
Cc1occc1C(=O)NNC(=O)COc1ccc(Br)cc1Br,-2,3,16,95,-0.6,-2,-2,2,2,-16
COc1ccc(C(C)(C)C)cc1NC(=O)c1cc(S(=O)(=O)N(C)C)ccc1N1CCCC1,-13,-7,-3,100,4.2,-4,1,-8,7,-8
CCOc1cc(C(N)=O)cc(Br)c1OC,2,-7,1,97,-0.7,0,-2,5,-4,39
CC1CCCC(C)N1c1nnc(NC(=O)Cn2c(=O)oc3ccccc32)s1 (configuration not stated),4,1,1,99,1.9,2,2,5,-1,10
CNc1ccc(/C=C(\CCC(=O)O)c2nc3ccccc3s2)cc1[N+](=O)[O-],-6,0,-6,98,-0.8,-6,3,3,-6,-22
O=C(CSc1nnc(-c2ccco2)o1)NCC(=O)c1ccccc1,3,1,8,99,-2.6,-4,2,7,3,8
COc1ccc2c(c1)CCc1c-2nc2ccccc2c1N1CCOCC1,1,2,1,102,-1.1,1,-3,2,4,-17
COc1ccc(Cc2nn3c(Cn4nnc5ccccc54)nnc3s2)cc1,-1,0,-8,91,-0.6,-9,-4,5,-1,-10
COc1ccccc1CNC(=O)COc1ccc(C)nc1[N+](=O)[O-],-7,0,-6,98,4.3,2,7,0,9,0
Cc1cc(C)cc(-n2ccnc2SCC(=O)Nc2ccc3c(c2)OCCO3)c1,-3,-5,5,92,-0.9,-13,-2,9,-6,1
Nn1c(SCC(=O)Nc2ccccc2F)nnc1-c1cccnc1,5,3,-2,93,-0.6,7,4,-2,0,-19
CCN(CCS(=O)(=O)c1ccc(Br)cc1)Cc1nc2ccccc2c(=O)[nH]1,1,0,8,90,-0.5,18,-1,3,2,-30
CCN(CC)C(=O)CSc1ncnc2sccc12,-7,0,2,101,4.0,6,0,-12,1,-12
COc1ccc(CC(=O)NNC(=O)c2ccc(Br)s2)cc1OC,-6,2,3,109,1.0,2,1,1,2,3
Cc1ccc(Cl)cc1NC(=S)N(C)N,-2,2,3,87,-0.6,3,-9,3,-1,-14

# Quoted at random: 2 records from the list.
SMILES,NOD2-RIPK2 inh,N-glyco inh,MC4R antagonist,ABCB6 inh 2,MC4R barr agon,H9c2 protect,ABHD5 PLIN5 PPI,TLR9-MyD88 inh,m5-HT2A agonist,SRC2 inh
O=C(CSc1nnc(-c2ccco2)o1)NCC(=O)c1ccccc1,3,1,8,99,-2.6,-4,2,7,3,8
COc1ccc(CC(=O)NNC(=O)c2ccc(Br)s2)cc1OC,-6,2,3,109,1.0,2,1,1,2,3

# Next records:
SMILES,NOD2-RIPK2 inh,N-glyco inh,MC4R antagonist,ABCB6 inh 2,MC4R barr agon,H9c2 protect,ABHD5 PLIN5 PPI,TLR9-MyD88 inh,m5-HT2A agonist,SRC2 inh
CCOC(=O)c1ccc2[nH]c3c(c2c1)CCCC3C(=O)OCC (configuration not stated),-1,1,4,105,0.2,-3,-4,-8,-3,9
CCOc1ccc(CN2CCN(Cc3cccn3-c3ncccn3)CC2CCO)cc1 (configuration not stated),5,0,10,617,-0.3,0,4,-6,1,18
Cc1ccc(NC(=O)c2c(NC(=O)CCC(=O)O)sc3c2CCCCC3)cc1,-12,-3,32*,105,-0.8,-4,-13,nt,-2,-4
O=C1CCC/C=C/C[C@H](CC(=O)N(CCO)Cc2ccccc2)C(=O)N[C@@H](Cc2ccccc2)CO1,5,2,10,97,-1.4,-7,-5,-6,-2,-15
O=C(COC(=O)COc1ccc(Nc2ccccc2)cc1)NCc1ccco1,1,1,-1,110,-1.6,6,-6,-2,0,0
CCCCn1c(=O)[nH]c(=O)c2c1nc(CN1C(=O)c3ccccc3S1(=O)=O)n2CCC,-10,2,10,88,-1.1,0,-3,-7,-3,17
O=C(O)CSc1nnc(-c2ccccc2)o1,-1,0,-2,107,-1.4,12,-1,-7,2,22
O=C(/C=C/c1ccco1)NCCCN1CCN(CCCNC(=O)/C=C/c2ccco2)CC1,-14,1,-1,96,-0.8,-2,3,-16,-5,-5
O=c1c2ccccc2nc(SCc2cc(F)ccc2F)n1C1CCCC1,-9,-6,12,99,2.7,-6,3,-4,7,0
CC1(C)Cc2cccc(OCC(=O)NCCc3ccc(S(N)(=O)=O)cc3)c2O1,-2,1,-3,101,-1.5,11,10,-5,-1,1
CCN1CCN(c2ccc(S(=O)(=O)N3CCOCC3)cc2NC(=O)c2ccc(C)c(C)c2)CC1,-1,-3,8,104,0.7,-1,10,-8,1,-9
CCOc1ccc(S(=O)(=O)NCCCn2ccnc2)cc1,4,0,4,98,0.6,-8,3,13,3,-11
COc1ccc(N/C(C)=C2/C(=O)C(=O)N(CCO)C2c2ccc(Br)cc2)cc1 (configuration not stated),3,3,3,99,-1.1,-4,-7,-10,-1,-8
CCOc1ccccc1C(=O)Nc1nncs1,3,3,-5,94,-1.2,6,-5,-5,-1,-7
Cc1ccccc1Nc1nc(N)nc(CSc2ccccc2)n1,-7,-6,-3,98,-0.4,-2,1,7,-4,-53
Cc1ccc(NC(=O)Nc2ccc3c(c2)OCO3)cc1F,10,-4,6,101,6.9,-11,-6,-3,2,-49
CCc1nc2ccc(C(=O)Nc3cc(-c4ccccc4)ccc3OC)cn2c1N(C)CCC(C)C,3,-6,6,99,-0.1,-8,2,nt,-5,2
O=C(Nc1ccc(N2CCOCC2)cc1)c1cc2c(s1)CCCCC2,-1,-2,2,98,-4.6,-5,3,3,-8,7
O=C(C(Cc1ccccc1)n1cccc1)N1CCCCC1 (configuration not stated),-16,-2,7,92,-0.6,-9,1,8,0,-7
COc1ccc(NC(=O)C2(c3ccc(NC(=O)c4ccc(OC(C)=O)cc4)cc3)CCCC2)cc1,-5,5,1,87,-2.7,-2,-4,-2,7,6
CC(NC(=O)C(=O)NCCN1CCN(C(=O)c2ccc([N+](=O)[O-])cc2)CC1)c1ccccc1 (configuration not stated),-3,-1,8,93,-0.9,9,-3,1,5,-2
Cc1cccc(-c2noc(CN(C(=O)c3ccc(Br)o3)C(C)C)n2)c1,-8,-1,4,95,-0.7,-7,1,-12,-3,-26
O=C(CN(CCc1ccccc1)C(=O)CNS(=O)(=O)c1ccc(F)cc1)NCc1ccco1,6,0,0,95,-0.6,6,-2,-2,2,32
O=C(C[C@@H]1NS(=O)(=O)OC2CCCCC21)c1ccccc1 (some centres not stated),-6,2,-2,92,-1.2,0,-3,-10,4,-6
N#CC1=C2Nc3ccccc3N2C(=O)NC1(c1ccccc1)C(F)(F)F (configuration not stated),-9,3,-21,87,0.4,0,-3,9,1,13

# Additional records follow.
SMILES,NOD2-RIPK2 inh,N-glyco inh,MC4R antagonist,ABCB6 inh 2,MC4R barr agon,H9c2 protect,ABHD5 PLIN5 PPI,TLR9-MyD88 inh,m5-HT2A agonist,SRC2 inh
COc1ccc(N2C(=O)CCC2(C(N)=O)c2ccccc2)cc1 (configuration not stated),-8,2,-4,102,0.3,3,-3,-7,4,nt
O=C(O)c1ccc2c(=O)[nH]c(CCl)nc2c1,-6,1,1,89,1.1,0,-3,-1,9,-14
COc1cccc(NC(=O)CSc2nnc(CNC(=O)c3ccco3)n2C)c1,-6,5,-5,95,-4.4,2,-5,-3,-4,9
CC(C)N(C1=N/C(=C\c2ccco2)C(=O)N1c1ccccc1)C(C)C,-4,-1,7,140,-0.2,2,-3,-6,0,-22
O=[N+]([O-])c1cccc(COc2ccc(CN3CCCCC3)cc2)c1,-16,-1,10,96,-0.8,-9,-3,-10,-11,-16
COc1ccc(/C=N/NC(=O)c2[nH]c3ccc(Br)cc3c2-c2ccccc2)cc1,11,4,1,101,3.1,-4,-2,7,3,7
COc1cc(C(=O)N/C(=C\c2cn(S(=O)(=O)N(C)C)c3ccccc23)C(=O)N2CCCC2)cc(OC)c1OC,-12,8,6,95,-2.3,12,4,1,-1,0
CS(=O)(=O)N1CCN=C1SCc1ccc([N+](=O)[O-])cc1,-12,-2,3,103,-2.4,0,-3,-16,0,-26
Cc1nc(C)c(C(=O)OC(C)C(=O)Nc2ccc(F)cc2)s1 (configuration not stated),-13,0,-1,101,-1.4,-7,2,-3,1,2
Cc1ccc(C(=O)c2ccccc2C(=O)OCC(=O)Nc2ccc(SC(F)F)cc2)cc1,6,-2,19,93,0.5,-18,-14,-2,-5,1
O=[N+]([O-])c1ccc2nc(CCCO)[nH]c2c1,-9,1,-1,99,0.5,-2,-1,nt,3,-7
COC(=O)N/N=C(\C)c1ccc2ccccc2c1OC(F)F,7,3,5,95,-1.4,-5,5,-2,-5,5
COc1ccc(C(=O)CC(=O)C(=O)Nc2ccccc2Cl)cc1,-3,3,6,100,-1.5,21,2,-7,-3,14
Cc1cccc(CN(CC(=O)N/N=C/c2cccs2)S(=O)(=O)c2ccc(Cl)cc2)c1,-10,-5,-3,97,0.3,-7,-9,-1,-8,1
N#CCOC(=O)/C=C/c1ccc2c(c1)OCO2,-6,4,5,96,-0.9,-8,-4,2,4,-10
CCOc1ccc(N2C(=O)CC(N(CCc3ccccc3)C(=O)/C=C/C(=O)O)C2=O)cc1 (configuration not stated),-8,-1,0,98,-0.3,1,2,nt,6,14
CCCCCCC1CC(CC(=O)Nc2ccc([N+](=O)[O-])cc2)C(=O)O1 (configuration not stated),3,2,1,97,6.0,-11,-1,0,-1,5
c1ccc(Nc2ccc(-n3ccnc3)nn2)cc1,-6,1,14,103,-1.8,-9,3,0,-4,-17
CC1CCCN(C(C(=O)Nc2ccc(C(C)C)cc2)c2ccc3c(c2)OCO3)C1 (configuration not stated),-16,-6,3,97,2.3,-32,-5,7,-3,1

# The list is partial; rates above refer to the full screens.
